Source: PubChem BioAssay
aSyn rescue – inhibitors of alpha-synuclein toxicity in yeast. AID 652106. Yeast expressing alpha-synuclein, growth rescue, BacTiter-Glo, 24 h. Potency, µM (doses to about 46.1 µM), for the others: at the highest dose growth rescue (activation), usual class: activators. 370,000 tested, 0.14% active; note: potency is the fitted concentration of half-maximal effect; % of control where 0% means no effect; nearly all actives have a fitted effect of over 65% in size
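Galactose-induced alpha-syn yeast (OD600=0.02, raffinose-pregrown) + pinned cpd, 24 hr, 30 deg C; growth by BacTiter-Glo luminescence. Growth restoration scores as activation.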
PI5P4Ka inh – PI5P4K alpha (human) kinase inhibition. P48426. PI5P4Kalpha enzyme, ADP-Glo luminescence, 60 min; stronger effect = lower value. max response, %. 330,000 tested, 1.2% active; active = max response of -50% or lower; inconclusive = between -30% and -50%; inactive = -30% or higher; note: value at the top dose of about 77 µM; % is set by controls: 0 for no effect and ±100 for the full control effect
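ADP-Glo luminescence end-point after a 60 min room-temperature kinase reaction. PI5P4Kalpha and substrate in HEPES pH 7.4 buffer with EGTA, 0.1% CHAPS and 5% DMSO; ATP at 5 microM final.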
Abeta yeast res – restores growth of yeast expressing A-beta42 peptide; yeast expressing A-beta42, growth rescue, OD600, 48 h; response scale: 0% DMSO, 100% iron-clioquinol control; Potency, µM (doses to about 46.1 µM), without a hit: at the highest dose growth rescue, hits mostly activators; 410,000 tested, 0.063% active; AID 1347071; note: potency is the fitted concentration of half-maximal effect; nearly all actives have a fitted effect of over 55% in size
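Growth rescue measured by 600 nm absorbance after 48 h yeast culture at 30 C with compound. Values normalized between DMSO and an equimolar ferric chloride plus clioquinol control.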
FUS yeast rescue – suppressors of FUS proteinopathy in yeast | S. cerevisiae FUS-expressing, growth rescue, OD600, 24 h | Potency, µM (series often up to 76.6 µM), for inactives: at the top dose growth rescue (activation), hits mostly activators | 390,000 tested, 0.24% active;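 note: potency is the fitted concentration of half-maximal effect; plate controls were DMSO vehicle for no effect and reference control for full effect; nearly all actives have a fitted effect of over 55% in size; some results filed as inactive show a strong effect at the top dose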
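FUS-expressing yeast, raffinose-pregrown, induced in 2% galactose minimal medium at OD 0.005; compounds in a dilution series, 24hr at 30C. Growth restoration read as absorbance at 600 nm. CP55940 positive control, DMSO negative.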
IL2 activator – activators of IL-2 | 360,000 tested, 0.065% active | activation, % (series mostly up to about 46 µM) | IL-2 activation reporter assay, cell-based qHTS; stimulated with anti-CD3/CD4/CD28 beads; in transgenic mouse T cells; in the data active = activation above about 50%; inconclusive = mostly about 30% to 49%; note: 0% is about no effect
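Readout is EGFP and DsRed signal by fluorescent plate cytometry after 18 h at 37 degrees C. Transgenic mouse T cells (750/well) received compound for 60 min before bead stimulation (anti-CD3, anti-CD4, anti-CD28); memory T cells served as non-tolerant control.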
WRN helicase inh – inhibitors of human WRN helicase; WRN helicase unwinding, fluorescent forked duplex, kinetic; Potency, µM (highest dose often 114 µM), without a hit: top-dose activity change, negative = inhibition, hits mostly inhibitors; 360,000 tested, 0.46% active; note: potency is the fitted concentration of half-maximal effect; % is set by controls: 0 for no effect and ±100 for the full control effect; nearly all actives have a fitted effect of over 55% in size
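Enzyme (20 nM final) and test compound sit together 15 min at room temperature before substrate addition. Substrate is a single-forked duplex oligonucleotide (100 nM) labelled with fluorophore and quencher, with 2 mM ATP; helicase unwinding raises red fluorescence, read kinetically.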
EPAC1 antagonist – EPAC1 (human) antagonism | 360,000 tested, 0.14% active | EPAC1 GEF assay, Rap1b-BODIPY-GDP exchange fluorescence | O95398 | Potency, µM (highest dose often 115 µM), inactives show top-dose activity change, negative = inhibition, usual class: inhibitors;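 note: potency is the fitted concentration of half-maximal effect; plate controls were vehicle for no effect and positive control for full effect; nearly all actives have a fitted effect of over 50% in size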
Target sequence (O95398 whole entry, looked up): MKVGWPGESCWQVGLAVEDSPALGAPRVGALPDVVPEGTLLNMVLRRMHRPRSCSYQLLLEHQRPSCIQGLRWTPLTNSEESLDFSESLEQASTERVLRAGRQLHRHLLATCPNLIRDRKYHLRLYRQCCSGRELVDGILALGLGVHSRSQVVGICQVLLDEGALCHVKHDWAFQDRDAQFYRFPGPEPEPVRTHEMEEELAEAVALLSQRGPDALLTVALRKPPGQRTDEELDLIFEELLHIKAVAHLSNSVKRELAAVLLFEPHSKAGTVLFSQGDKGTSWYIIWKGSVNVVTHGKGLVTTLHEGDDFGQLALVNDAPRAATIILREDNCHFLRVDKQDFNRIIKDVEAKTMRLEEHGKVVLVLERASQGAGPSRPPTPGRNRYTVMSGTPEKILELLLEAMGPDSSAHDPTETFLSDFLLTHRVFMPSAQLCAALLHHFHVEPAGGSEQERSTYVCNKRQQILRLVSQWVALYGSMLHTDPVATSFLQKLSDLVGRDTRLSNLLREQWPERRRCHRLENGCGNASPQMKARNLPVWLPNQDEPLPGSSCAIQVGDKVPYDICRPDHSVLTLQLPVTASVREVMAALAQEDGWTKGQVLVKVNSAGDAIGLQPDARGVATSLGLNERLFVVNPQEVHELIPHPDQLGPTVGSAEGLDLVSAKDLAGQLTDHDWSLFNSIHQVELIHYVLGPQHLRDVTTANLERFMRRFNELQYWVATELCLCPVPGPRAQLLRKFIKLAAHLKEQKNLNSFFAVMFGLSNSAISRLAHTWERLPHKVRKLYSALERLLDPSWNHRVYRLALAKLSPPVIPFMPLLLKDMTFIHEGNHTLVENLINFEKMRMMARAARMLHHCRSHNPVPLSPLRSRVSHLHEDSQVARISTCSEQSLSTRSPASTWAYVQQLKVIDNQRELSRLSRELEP
PLK1 PBD block – inhibitors of human PLK1 polo-box domain binding; Plk1 PBD binding of FITC phosphopeptide, fluorescence polarization; Potency, µM, inactives show max response, negative = inhibition, hits mostly inhibitors; P53350; 360,000 tested, 2.8% active; note: potency is the fitted concentration of half-maximal effect; series mostly up to about 57 µM; % is set by controls: 0 for no effect and ±100 for the full control effect; nearly all actives have a fitted effect of over 65% in size
EPAC1 ag – agonists of human EPAC1; O95398; EPAC1 agonist qHTS, biochemical assay; response scale: 100% = response to 6.5 mM cAMP; Potency, µM (highest dose often 154 µM), for the others: at the highest dose activation, hits mostly activators; 360,000 tested, 0.073% active; note: potency is the fitted concentration of half-maximal effect; nearly all actives have a fitted effect of over 60% in size
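Nucleotide exchange assay: 100 nM EPAC1 with 250 nM Rap1B loaded with BODIPY-GDP and 50 uM GDP, room temperature. Fluorescence (480/540 nm) read every 5 min for 30 min; signal change normalized to 6.5 mM cAMP as full agonist.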
Active calls of the source: *; ? = inconclusive; . = not tested or not shown; [ ] = remark or other dose. Unless noted, calls come from the whole dose curve; as a rule, active = well fitted curve in the direction sought with a large enough effect; inconclusive = small, poorly fitted or top-dose-only effect, or another doubt; inactive = no such curve, though single readings can be large; an effect the other way counts as inactive or inconclusive.

SMILES	aSyn rescue	PI5P4Ka inh	Abeta yeast res	FUS yeast rescue	IL2 activator	WRN helicase inh	EPAC1 antagonist	PLK1 PBD block	EPAC1 ag
CS(=O)(=O)N(CC(=O)NCCC1=CCCCC1)c1cccc([N+](=O)[O-])c1	9.6%	4.4	4.4%	-24.9%	-1.7	-7.2%	-7.0%	-5.1%	-2.5%
COCc1c(C(=O)N/N=C\c2ccccn2)nnn1-c1nonc1N	0.3%	-7.3	14.6%	-2.9%	-2.7	-1.4%	-4.5%	4.9%	2.8%
COc1ccccc1C(=O)Nc1ccc(NC(=O)c2ccco2)c(C)c1	13.6%	-14.7	-24.4%	38.4%	-0.2	1.1%	15.9%	0.2%	1.9%
CCOC(=O)CNC(=O)CSc1nnc(-c2ccc(OC)cc2)n1CC	-2.4%	-3.3	15.9%	-2.8%	-0.4	1.1%	-9.1%	-1.9%	0.8%
Fc1cccc(-c2csc(-c3ccno3)n2)c1	1.1%	1.5	-13.8%	-13.2%	-0.2	5.2%	9.2%	?	-0.6%
CCOC(=O)[C@@H]1[C@H]2COc3cc(OC)ccc3[C@@H]2N2C(=O)N(c3cccc(C)c3)C(=O)[C@]12C	2.6%	1.4	3.9%	?	0.7	-2.6%	-7.1%	6.4%	10.0%
CCn1c(CNC(=O)COc2ccc(C(C)C)cc2)nnc1SCC(=O)Nc1ccccc1F	1.0%	.	8.2%	21.3%	-1.3	-12.8%	-10.0%	1.3%	5.4%
NNC(=O)Cn1cnc2ccccc21	4.9%	4.2	5.6%	-0.3%	-2.5	7.7%	15.3%	2.4%	-6.0%
Cn1c(=O)c2c(nc(CN3CCN(c4ccccc4F)CC3)n2CCN2CCOCC2)n(C)c1=O	-0.7%	2.9	6.2%	4.5%	1.3	15.9%	22.9%	-0.4%	-5.1%
Cc1ccc(N2CC(C(=O)NC3CCCCCC3)CC2=O)cc1 (configuration not stated)	3.8%	1.7	3.7%	-6.1%	1.7	7.1%	3.5%	3.3%	9.2%
O=C(Nc1cccc([N+](=O)[O-])c1)N1CCN(c2ccccc2)CC1	-14.9%	2.1	-23.4%	15.9%	-0.2	-2.5%	-13.1%	1.0%	-7.2%
CCOC(=O)Cn1c(=N)n(CCOc2ccc(F)cc2)c2ccccc21	5.0%	4.3	3.5%	-13.5%	-0.6	-23.3%	3.8%	-2.5%	-6.7%
CC[N+](CC)=N/N=C1\C=CC[N+]([O-])=C1	-5.9%	-6.1	-4.6%	-14.8%	-0.1	-0.9%	-13.1%	0.7%	-9.6%
COc1ccc(F)cc1C(=O)C1CCCN(Cc2c(C)n(C)n(-c3ccccc3)c2=O)C1 (configuration not stated)	-5.4%	2.4	8.1%	16.8%	0.2	-2.4%	10.1%	-11.3%	8.7%
COC(=O)[C@@]12C[C@@H](CC(=O)NCc3cccc(C(F)(F)F)c3)C(=O)N(Cc3cccc4ccccc34)C1=CCC(C)(C)C2	10.5%	7.8	10.0%	?	-0.9	-3.3%	-19.6%	0.3%	-19.4%
C#CCOCCOCCOCCNc1nc(N2CCOCC2)nc(N2CCN(C(=O)[C@H](C)n3cc(CCC(=O)O)nn3)CC2)n1	3.3%	-1.3	-17.0%	-21.4%	0.6	-2.1%	8.1%	-5.9%	-2.1%
COc1cccc(C(=O)Nc2nc(C)cs2)c1	4.6%	-13.8	5.5%	12.6%	-2.6	0.6%	14.4%	-1.9%	-3.6%
O=C(Nc1cc(C(F)(F)F)ccc1N1CCOCC1)c1cccc(S(=O)(=O)N2CCOCC2)c1	0.9%	-1.6	-7.3%	-47.6%	-1.0	-2.5%	-0.1%	-15.3%	12.1%
Cc1cc(=O)oc2c3c(cc(OCC(=O)Nc4ccc(CCO)cc4)c12)OC(C)(C)CC3	1.7%	-1.5	2.4%	?	-0.1	2.6%	-6.2%	-6.2%	-2.6%
Cc1cc(Cl)ccc1NC(=S)N1CCOCC1	-3.6%	-8.0	-5.7%	-9.7%	1.1	-32.4%[57.1 µM]	6.5%	-8.2%	2.8%
O=C(c1ccc(CN2CCOCC2)cc1)N1CCN(c2cccc(Cl)c2)CC1	0.6%	4.9	10.5%[9.22 µM]	-29.9%	-0.5	-9.5%	-18.0%	5.4%	4.9%
O=C(O)CC(NC(=O)c1ccc2c(c1)OCO2)c1cccc([N+](=O)[O-])c1 (configuration not stated)	1.1%	0.5	-5.4%	0.1%	-0.3	-12.2%	-4.2%	2.3%	6.7%
COCCNC(=O)C1c2cc(OC)c(OC)cc2C(=O)N(C)C1c1cccnc1 (configuration not stated)	5.6%	-3.1	5.5%	-3.0%	5.2	6.1%	12.2%	-3.1%	-1.5%
Cn1c(=O)c2c(ncn2CC(=O)N/N=C/c2ccco2)n(C)c1=O	-5.1%	-0.1	3.1%	.	1.8	-1.0%	-20.5%	-12.7%	-7.6%
NC(=O)CC(NC(=O)c1cccc(Br)c1)c1ccc(N2CCN(c3ccccn3)CC2)c([N+](=O)[O-])c1 (configuration not stated)	-4.8%	0.8	-8.6%	-6.6%	0.9	-6.4%	-2.6%	1.3%	-10.2%

New compounds follow
SMILES	aSyn rescue	PI5P4Ka inh	Abeta yeast res	FUS yeast rescue	IL2 activator	WRN helicase inh	EPAC1 antagonist	PLK1 PBD block	EPAC1 ag
COC(=O)CN(c1cccc(OC)c1)S(C)(=O)=O	-6.7%	.	13.6%	4.0%	0.1	-8.6%	6.5%	-4.3%	9.0%
CC(C)c1cc(C(=O)O)on1	2.4%	0.2	11.1%	0.9%	-0.9	-0.5%	1.7%	-1.7%	6.3%
COCc1nnc(NS(=O)(=O)c2ccc(OC)cc2)s1	0.0%	2.0	-14.5%	-11.5%	-0.2	-3.4%	-17.3%	-2.2%	-0.1%
CC(=O)c1ccc(OCCCC(=O)OCC(=O)N2CCN(S(=O)(=O)c3ccc(C)cc3C)CC2)cc1	0.1%	2.7	2.8%	39.2%	0.0	-4.9%	-9.4%	2.2%	18.7%
O=C(c1ccc(Br)cc1)c1coc2ccc(O)cc12	-4.5%	-21.6	-20.9%	3.5%	-2.3	-16.7%	10.5%	-9.0%	3.6%
COc1ccc(NC(=O)C/C(C)=N/NC(=O)c2ccco2)c([N+](=O)[O-])c1	2.6%	2.9	1.5%	20.2%	0.3	-0.2%	26.6%	-3.9%	0.3%
CC(=O)c1c(O)cc(O)cc1O	0.4%	-6.2	-8.1%	-19.7%	5.1	3.0%	-13.6%	-1.2%	-9.6%
Cc1cccc(N2C(=O)N3[C@H](c4ccc(Br)cc4)[C@@H]4C(=O)N(C(C)(C)C)C(=O)[C@@H]4[C@]3(Cc3ccc(Cl)cc3)C2=O)c1	11.9%	-0.7	0.2%	-9.1%	-3.0	-1.3%	-7.0%	4.9%	-11.1%
CCN(CC)c1ccc(/C=N/Nc2nc(C)cc(C)n2)c(O)c1	0.1%	3.0	-21.6%	23.4%	-0.2	-8.3%	-18.8%	10.5%	13.0%
N#CCCN(C(=O)Nc1ccc(Cl)c(Cl)c1)C1CCCCC1	1.5%	1.3	-1.7%	-4.3%	-1.5	-5.5%	0.1%	9.3%	5.2%
CNS(=O)(=O)c1ccc(NS(=O)(=O)c2ccccc2F)cc1	0.1%	-7.9	.	-2.5%	0.8	3.0%	-19.6%	0.6%	0.0%
CN(C)c1ccc(Nc2nc(-c3cccnc3)cs2)cc1	-5.0%	1.5	-15.5%	?	-0.4	-9.3%	11.5%	-2.8%	-8.5%
Cc1ccc(S(=O)(=O)CC(=O)N(CCCN(C)C)c2nc3ccc(C)cc3s2)cc1	1.2%	9.8	4.7%	11.8%	1.6	-10.4%	-6.8%	0.5%	?
CC(C)(C)S(=O)(=O)c1cnc(N2CCCC2)nc1N	-3.8%	-1.0	0.4%	17.2%	-5.3	4.8%	-8.5%	1.3%	-8.2%
CCCNc1ccc(C(=O)OCC)cc1[N+](=O)[O-]	-0.9%	5.6	-2.4%	9.7%	0.2	-5.9%	3.7%	-13.7%	-6.3%
CN(C)S(=O)(=O)c1ccc(N2CCCC2)c(C(=O)Nc2ccc(C(N)=O)cc2)c1	0.8%	-1.8	8.2%	3.5%	2.4	-6.9%	6.2%	-1.7%	-6.4%
Cc1cc(Cl)c(S(=O)(=O)N(C)C)cc1OCC(N)=O	9.6%	6.2	10.3%	-8.7%	-1.2	-0.4%	0.0%	-3.1%	14.4%
CCC(C(=O)N1CCN(c2ccccc2OC)CC1)c1ccccc1 (configuration not stated)	-2.7%	-2.2	-9.9%	.	-0.6	-14.3%	-7.2%	-1.1%	1.7%
CCCCn1c(N)c(NCC(C)C)c(=O)[nH]c1=O	3.7%	-15.2	9.5%	11.9%	2.2	4.9%	11.1%	-8.9%	11.8%
COc1cc(/C=C/C(=O)Nc2nnc(C(C)(C)C)s2)cc(OC)c1OC	0.6%	-7.7	7.6%	.	-0.9	-11.2%	-6.2%	23.8µM*	-5.7%
CC(C)(C)NS(=O)(=O)c1cc(C(=O)O)ccc1Cl	0.2%	-0.5	6.5%	-13.0%	-0.5	-5.5%	8.3%	7.8%	6.7%
O=C(NCc1ccc(N2CCCC2=O)cc1)Nc1ccccc1	8.8%	4.4	-3.4%	2.8%	1.7	-2.0%	-0.9%	-2.6%	0.0%
Cn1c(=O)[nH]c(=O)c2c1nc(CN1CCN(c3cccc(Cl)c3)CC1)n2Cc1ccccc1Cl	4.2%	-0.8	0.3%	22.3%	-2.7	5.8%	-0.4%	2.6%	1.2%
CCOC(=O)N1CCN(C(=O)CSc2ccc3nnc(CCNC(=O)c4ccc(OC)cc4)n3n2)CC1	-10.8%	-4.7	10.5%	8.2%	0.5	2.1%	5.4%	-1.9%	-1.3%

Compounds were not picked by outcome, and some 4.1% of all compounds hit somewhere here.
